# aGal spleen mod = inhibits or activates alpha-galactosidase in human spleen homogenate; P06280; human spleen homogenate, 4MU-alpha-Gal fluorescence, 40 min; Potency, µM (series often up to 80 µM), inactives show at the top dose activity change, negative = inhibition, usual class: inhibitors; 240,000 compounds, 0.008% hits; AID 2107;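 note: 0% = enzyme with vehicle and -100% = no enzyme basal signal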
# Target sequence (P06280 32-429 limits assumed): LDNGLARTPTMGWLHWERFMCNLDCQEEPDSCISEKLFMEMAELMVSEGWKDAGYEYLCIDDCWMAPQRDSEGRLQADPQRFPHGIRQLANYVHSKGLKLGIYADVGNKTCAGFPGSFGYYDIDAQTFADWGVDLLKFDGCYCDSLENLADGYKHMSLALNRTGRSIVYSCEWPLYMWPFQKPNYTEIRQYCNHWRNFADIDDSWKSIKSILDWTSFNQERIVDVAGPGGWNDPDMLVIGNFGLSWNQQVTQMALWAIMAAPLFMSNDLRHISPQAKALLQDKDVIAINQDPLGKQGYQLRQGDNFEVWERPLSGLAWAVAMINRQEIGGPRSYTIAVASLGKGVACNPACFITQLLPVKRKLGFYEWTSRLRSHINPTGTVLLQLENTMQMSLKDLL
#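 Human spleen homogenate (1 ug) was the enzyme source, with 4-methylumbelliferyl-alpha-D-galactopyranoside (1 mM final) in pH 5.0 citrate buffer with 0.01% Tween-20. Compounds were titrated; after 40 min at 37C, NaOH/glycine stop, 4-MU fluorescence read; AC50 from Hill fits.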
# HTT cytoprotect = protects HTT-Q103 PC12 cells, measured by ATP; PC12 HTT-Q103 induced, cytoprotection, ATP luminescence, 40 h; AID 1471; 230,000 compounds, 0.14% hits; Potency, µM (doses to about 56.4 µM), without a hit: cytoprotection (ATP increase), hits mostly activators;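 note: % of control where 0% means no effect; nearly all actives have a fitted effect of over 45% in size; toxic huntingtin expression switched on by the ecdysone agonist tebufenozide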
#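 ATP quantification (ATPlite) reports survival of PC12 cells in which tebufenozide, 100 nM final, switches on Htt exon 1 with 103 glutamines linked to GFP; compounds are titrated.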
# aGlu spleen mod = inhibits or activates alpha-glucosidase in human spleen homogenate; human spleen homogenate, 4-MU-alpha-glucoside fluorescence; Potency, µM (series often up to 79.9 µM), inactives show at the top dose activity change, negative = inhibition, hits mostly inhibitors; 240,000 compounds, 0.006% hits;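 note: 0% = enzyme with vehicle and -100% = no enzyme basal signal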
#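 Enzyme source: human spleen homogenate, 1 ug/well. Buffer 50 mM citric acid/K phosphate pH 5.0, 0.01% Tween-20. 4-MU-alpha-glucoside 1 mM; 37 C x 40 min; NaOH/glycine stop; fluorescence.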
# Tau fluor counter = counter-screen for tau fibril formation inhibitors. tau K18 P301L Alexa594 fluorescence, heparin fibrillization. Potency, µM (doses to about 57.7 µM), for the others: at the highest dose activity change, negative = decrease. 280,000 compounds, 0.93% hits; note: % is set by controls: 0 for no effect and ±100 for the full control effect; nearly all actives have a fitted effect of over 55% in size
#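 Human K18 P301L tau (15 uM unlabeled plus 0.24 uM Alexa 594-labeled, final) in 100 mM sodium acetate pH 7 was mixed with compound and 20 uM heparin and incubated 6 hr at 37 C.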
# Tau ThT inhib = tau fibrillization inhibition (ThT binding) | P10636 | recombinant tau K18 P301L (four-repeat tau fragment), heparin-induced fibrillization, ThT fluorescence | Potency, µM (highest dose often 57.4 µM), inactives show top-dose activity, negative = inhibition, usual class: inhibitors | 270,000 compounds, 2.1% hits | AID 1460; note: % is set by controls: 0 for no effect and ±100 for the full control effect; nearly all actives have a fitted effect of over 55% in size
# Target sequence (P10636 561-689 P618L limits assumed): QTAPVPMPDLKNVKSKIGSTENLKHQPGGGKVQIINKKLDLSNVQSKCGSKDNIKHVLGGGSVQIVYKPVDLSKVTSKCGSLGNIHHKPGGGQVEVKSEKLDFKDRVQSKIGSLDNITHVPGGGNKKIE
#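 Recombinant human tau K18 fragment […] carrying P301L, 15 uM unlabeled plus 0.24 uM Alexa 594-labeled, was fibrillized with 20 uM heparin in 100 mM sodium acetate pH 7 for 6 hr at 37 C; 30 uM ThT fluorescence read after 1 hr.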
# Tau FP inhib = inhibitors of human tau fibril formation. 280,000 compounds, 0.39% hits. Potency, µM (doses to about 57.7 µM), for the others: top-dose activity, negative = inhibition, hits mostly inhibitors. K18 P301L tau heparin fibrillization, Alexa594 FP, 6 h. P10636; note: % is set by controls: 0 for no effect and ±100 for the full control effect; nearly all actives have a fitted effect of over 55% in size
#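 Human K18 P301L fragment (15 uM unlabeled plus 0.24 uM Alexa 594-labeled) in 100 mM sodium acetate pH 7 with compound, aggregation induced by 20 uM heparin for 6 hr at 37 C. ThT (30 uM) added for 1 hr, then Alexa 594 FP read.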
# GAA glycogen = alters human alpha-glucosidase cleavage of glycogen. P10253. recombinant GAA, glycogen substrate, Amplex Red glucose oxidase fluorescence. Potency, µM (highest dose often 76.4 µM), for the others: at the top dose activity change, negative = inhibition, hits mostly inhibitors. 300,000 compounds, 0.38% hits. AID 2100;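 note: 0% = full enzyme reaction and -100% = no-enzyme basal signal; the screen sought inhibitors and activators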
#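 qHTS, 1536-well; enzyme 4 nM final; cpd up to 77 uM; substrate bovine liver glycogen 30 ug; 50 mM citrate/phosphate pH 5.0, 0.01% Tween-20; 37 C, 40 min; Amplex Red detection 45 min RT; Hill fit → AC50.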
# GAA inhib = inhibitors of human lysosomal alpha-glucosidase | P10253 | purified human GAA, 4-MU-alpha-glucoside fluorescence | Potency, µM (doses to about 76.9 µM), without a hit: at the top dose activity change, negative = inhibition, hits mostly inhibitors | 200,000 compounds, 0.005% hits;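 note: plate controls were uninhibited enzyme wells for no effect and no-enzyme background for full effect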
#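 Compounds are titrated up to 77 uM against 4 nM human enzyme. Substrate 4-methylumbelliferyl-alpha-D-pyranoside (400 uM) reacts 20 min at room temperature in pH 5.0 buffer; liberated 4-methylumbelliferone is read at 440 nm.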
# The depositor's hits bear a star; ? = inconclusive; · = no result given; [ ] = dose if it differs, or a comment. Calls come from the whole dose curve; as a rule, active = well fitted curve in the direction sought with a large enough effect; inconclusive = small, poorly fitted or top-dose-only effect, or another doubt; inactive = no such curve, though single readings can be large; an effect the other way counts as inactive or inconclusive. Potency is the fitted concentration of half-maximal effect.
SMILES,aGal spleen mod,HTT cytoprotect,aGlu spleen mod,Tau fluor counter,Tau ThT inhib,Tau FP inhib,GAA glycogen,GAA inhib
CCOC(=O)c1ccccc1NC(=O)CSc1nc(N)cc(N)n1,-1%,14%[10 µM],0%,0%,-6%,0%,-3%,?
COc1ccc(C(=O)CSc2nnc(CNc3ccc(F)cc3)o2)cc1,-1%,-29%,2%,-24%,-10%,-9%,4%,-1%
Cc1ccc(-n2nc3c(c2NC(=O)c2ccc4c(c2)OCO4)CSC3)c(C)c1,2%,-14%[10 µM],-3%,-3%,-4%,-2%,8%,5%
O=C(Cn1[nH]c(=O)c2ccccc2c1=O)Nc1cccc(-c2nnc3n2CCCCC3)c1,4%,2%,-2%,5%,-8%,7%,3%,4%
CC(=O)C1CCC2C3CC=C4CC(O)CC[C@@]4(C)C3CC[C@]12C (stereo partly drawn),-2%,-15%,-3%,-8%,-7%,6%,·,·
CNc1nc(Cl)c(SC)c(NC2CCCCC2)n1,4%,-39%[inhibitor],·,-11%,-12%,-7%,5%,-4%
Cc1ccc(NC(=O)c2ccccc2OCC(=O)c2ccccc2)cc1,2%,-25%,1%,-26%,-5%,?,1%,-1%
Cn1c(COc2ccccc2)nnc1SCCSc1nnc(COc2ccccc2)n1C,-6%,-8%,-1%,2%,-14%,-5%,5%,-2%
COc1ccc(C(CC(=O)N2CCCCC2)c2c(OC)cc(OC)c3c(-c4ccccc4)cc(=O)oc23)cc1 (stereo not drawn),2%,5%[10 µM],-1%,-8%,-13%,10%,-5%,·
O=C(Nc1ccc(NC(=O)C2CCCN2C(=O)OCc2ccccc2)cc1)c1ccco1 (stereo not drawn),1%,4%[1.9 µM],-3%,-4%,6%,-18%,5%,-1%
Nc1ccc2ncccc2c1,-4%,-17%,0%,-21%,16µM*,?,6%,-4%
Cc1n[nH]c(C)c1S(=O)(=O)N1CCCC(C(=O)NCc2ccc(F)cc2)C1 (stereo not drawn),7%,-19%,-2%,-4%,3%,-3%,-5%,-5%
Cc1ccc(-c2nnc3c4ccccc4c(C)nn23)cc1NC(=O)c1ccccc1Cl,·,·,·,-9%,?,-1%,-1%[76.3 µM],·
CCOC(=O)c1csc(NC(=O)Nc2cccc(Cl)c2)n1,-11%,-12%[10 µM],4%,7%,0%,-1%,-1%,1%
O=C(Nc1ccc(F)cc1F)c1c(C(F)(F)F)ccnc1Oc1ccc(Cl)cc1,-10%,13%[10 µM],3%,-7%,-6%,-2%,8%,-1%[15.4 µM]

# Two entries from above, reformatted:
# Results follow in this order: aGal spleen mod, HTT cytoprotect, aGlu spleen mod, Tau fluor counter, Tau ThT inhib, Tau FP inhib, GAA glycogen, GAA inhib
O=C(Cn1[nH]c(=O)c2ccccc2c1=O)Nc1cccc(-c2nnc3n2CCCCC3)c1
    4%, 2%, -2%, 5%, -8%, 7%, 3%, 4%
O=C(Nc1ccc(NC(=O)C2CCCN2C(=O)OCc2ccccc2)cc1)c1ccco1 (stereo not drawn)
    1%, 4%[1.9 µM], -3%, -4%, 6%, -18%, 5%, -1%

# Pulled by structure from above (two):
SMILES,aGal spleen mod,HTT cytoprotect,aGlu spleen mod,Tau fluor counter,Tau ThT inhib,Tau FP inhib,GAA glycogen,GAA inhib
COc1ccc(C(=O)CSc2nnc(CNc3ccc(F)cc3)o2)cc1,-1%,-29%,2%,-24%,-10%,-9%,4%,-1%
CCOC(=O)c1ccccc1NC(=O)CSc1nc(N)cc(N)n1,-1%,14%[10 µM],0%,0%,-6%,0%,-3%,?

# Record cards (already shown):
# Cn1c(COc2ccccc2)nnc1SCCSc1nnc(COc2ccccc2)n1C is listed with aGal spleen mod = -6%; HTT cytoprotect = -8%; aGlu spleen mod = -1%; Tau fluor counter = 2%; Tau ThT inhib = -14%; Tau FP inhib = -5%; GAA glycogen = 5%; GAA inhib = -2%
# COc1ccc(C(=O)CSc2nnc(CNc3ccc(F)cc3)o2)cc1 is listed with aGal spleen mod = -1%; HTT cytoprotect = -29%; aGlu spleen mod = 2%; Tau fluor counter = -24%; Tau ThT inhib = -10%; Tau FP inhib = -9%; GAA glycogen = 4%; GAA inhib = -1%
# Cc1n[nH]c(C)c1S(=O)(=O)N1CCCC(C(=O)NCc2ccc(F)cc2)C1 (stereo not drawn) is listed with aGal spleen mod = 7%; HTT cytoprotect = -19%; aGlu spleen mod = -2%; Tau fluor counter = -4%; Tau ThT inhib = 3%; Tau FP inhib = -3%; GAA glycogen = -5%; GAA inhib = -5%

# (more compounds)
SMILES,aGal spleen mod,HTT cytoprotect,aGlu spleen mod,Tau fluor counter,Tau ThT inhib,Tau FP inhib,GAA glycogen,GAA inhib
CCC(Sc1nncn1C)C(=O)Nc1cc(C)on1 (stereo not drawn),7%,-19%[10 µM],7%,-9%,-10%,-3%,2%,-2%
COc1ccc(-c2c3c(nc4sc(C(=O)Nc5ccc(Cl)cc5)c(N)c24)CC(C)(C)CC3=O)cc1,·,·,·,-18%,-4%,-15%,-11%[76.3 µM],·
CCCS(=O)(=O)c1nc(S(=O)(=O)c2ccc(C)cc2)c(N2CCc3ccccc3C2)s1,0%,-30%[10 µM],-4%,-2%,5%,-2%,-1%,2%
COc1ccc(CCNC(=O)c2ccc(Cl)cc2)cc1,5%,-5%,-3%,-14%,-14%,-8%,8%,10%
COC(=O)C1=NN(c2ccc(OC)cc2)C2C(=O)N(c3ccccc3OC)C(=O)C12 (stereo not drawn),5%,-3%[10 µM],6%,0%,·,-10%,4%,·
Cc1ccc(-c2nn3c(-c4ccccc4)nnc3c3ccccc23)cc1,·,·,·,-17%,?,-13%,11%[76.3 µM],·
Cc1ccccc1-c1ccc(C(=O)NCc2ccccc2)o1,-6%,·,-1%,-15%,-9%,-2%,6%,-7%
CC(C)CN(C(=O)CN1CCOCC1)c1c(N)n(CC(C)C)c(=O)[nH]c1=O,-1%,-3%[10 µM],-9%,-2%,-7%,6%,8%,-9%
CC(NC(=O)c1sc2ccccc2c1Cl)C1CCCO1 (stereo not drawn),-5%,-2%[10 µM],-3%,-3%,-7%,2%,1%,4%
COC(=O)c1cc(OC)c(OC)cc1NC(=O)Nc1ccc(OC)cc1,-2%,-18%,-7%,-8%,-10%,-4%,1%,9%
Cc1ccc(C(=O)N2CC(C(=O)O)C2)cc1,0%,-8%[10 µM],-2%,0%,1%,1%,-13%,2%
CCOc1ccc(N=C2NC(=O)C(CC(=O)Nc3ccccc3)S2)cc1 (stereo not drawn),9%,-12%,2%,-13%,-11%,2%,2%,-1%
BrC(=C\c1ccccc1)/C=N/n1cnnc1,2%,-134%[inhibitor],2%,-9%,?,?,5%,7%
C=CCNC(=O)c1onc(CSc2cccc(OC)c2)c1C(=O)O,-2%,-2%,-6%,1%,-2%,0%,-4%,-1%
O=C(c1ccco1)N1CCN(c2cc(C(F)(F)F)nc3ncnn23)CC1,-25%,-6%,-9%,3%,0%,2%,10%,-3%
COc1ccccc1NS(=O)(=O)c1cc(NC(=O)Cn2cnc3c2c(=O)n(C)c(=O)n3C)ccc1C,-1%,-9%[0.074 µM],-2%,2%,5%,-5%,-1%,0%
Cc1cc(C)cc(OCC(=O)Nc2cccc(-c3nc4ccccc4[nH]3)c2)c1,·,·,·,11µM*[quencher],-14%,22µM*,-8%[76.3 µM],·
COc1cc(NC(=O)C2CCCCC2)c(OC)cc1NC(=O)CCC(=O)NCc1ccco1,-11%,-26%,-24%,-12%,-10%,-3%,4%,-3%
Cc1c(NC(=O)/C(C#N)=C/c2ccc(-c3ccc(Cl)cc3)o2)c(=O)n(-c2ccccc2)n1C,-3%,9%[10 µM],-6%,-19%,14µM*,8%,-2%,?
Cn1c(=O)n(C)c2cc(/C=C3/NC(=O)N(Cc4ccccc4)C3=O)ccc21,4%,0%,-2%,-13%,-7%,1%,-3%,6%
CCOc1cc(-c2cc(-c3ccc(C)o3)nc(N)c2C#N)ccc1O,3%,9%,-4%,-21%,-19%,9%,-4%,-5%
CC(C)(C)c1ccc(OC(=O)CN2C(=O)C3C4CCC(C4)C3C2=O)cc1 (stereo not drawn),-1%,16%[10 µM],-2%,9%,6%,-4%,-6%,-3%
CCC(C)N1CCNCC1 (stereo not drawn),-3%,5%[10 µM],-1%,4%,-2%,-4%,19%,7%
COc1ccc(/C(N)=N/OC(=O)Cc2ccccc2OC)cc1,-1%,-14%,-2%,-20%,-12%,-5%,2%,-14%
O=c1cc(-c2ccccc2Cl)oc2c(NS(=O)(=O)c3cccs3)ccc(O)c12,-9%,1%[10 µM],-3%,?,-6%,-9%,?,·
COC1=C(OC)c2ccccc2C(C(=O)O)N/C1=C(/C)Nc1ccncc1 (stereo not drawn),0%,-19%,-1%,6%,6%,6%,5%,-2%
COc1cc(C(=O)NCc2ccc3c(c2)cc(C)n3C)cc(OC)c1OC,9%,-10%,4%,-21%,-6%,3%,-1%,1%
CC(=O)N(C)c1ccc(NS(=O)(=O)Cc2ccccc2)cc1,4%,10%,-3%,-11%,-6%,2%,0%,-11%
CCOC(=O)c1cc(-c2ccccc2)n(CC(=O)NC(C)(C)C)c1C,-5%,-24%,·,-10%,-1%,-5%,2%,?
CC(C)CCNC(=O)CN(C(=O)Cn1nnc(-c2ccc(F)cc2)n1)C1CCCC1,-1%,-3%,4%,-6%,-4%,-6%,10%,-4%
O=C(c1ccc(C(F)(F)F)cc1)C1CCCN(C(=O)c2csnn2)C1 (stereo not drawn),5%,-2%[10 µM],0%,-11%,-11%,-1%,-11%,·
Brc1cccc(-c2nc(-c3ccncc3)no2)c1,3%,-19%,4%,-9%,-13%,-6%,-9%,-7%

# Bioassay records as filed in PubChem.
